High-throughput results (PubChem BioAssay)
IL-1B inflam inh: inhibitors of inflammasome signaling (IL-1 beta secretion); activity change, % at 57.5 µM; 4.7% of 360,000 active; THP-1 LPS/ATP IL-1B secretion, AlphaLISA, 16 h; hits give low values; AID 743279; in the data active means activity change below about -50%; inconclusive means mostly about -30% to -49%; further: on the % scale 0 is the no-effect control and ±100 the full control effect
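Secreted IL-1B measured by AlphaLISA bead assay after 16 h compound exposure of THP-1 cells; compounds (final up to 57.5 uM) added 1 h before LPS (250 ng/mL) and ATP (1.25 mM) stimulation; lower signal means less secretion.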
DRD3 antagonist: D3 dopamine receptor (human) antagonism | D3R cells, DiscoveRx beta-arrestin luminescence, antagonist mode; hits give low values | max response, negative = inhibition, % | 2.5% of 360,000 active | AID 652054; in the data active means max response below about -50%; inconclusive means no clear call, values can overlap the other calls; further: on the % scale 0 is the no-effect control and ±100 the full control effect; mostly tested at two doses, the higher about 12 µM
Target sequence (P35462 whole entry, looked up): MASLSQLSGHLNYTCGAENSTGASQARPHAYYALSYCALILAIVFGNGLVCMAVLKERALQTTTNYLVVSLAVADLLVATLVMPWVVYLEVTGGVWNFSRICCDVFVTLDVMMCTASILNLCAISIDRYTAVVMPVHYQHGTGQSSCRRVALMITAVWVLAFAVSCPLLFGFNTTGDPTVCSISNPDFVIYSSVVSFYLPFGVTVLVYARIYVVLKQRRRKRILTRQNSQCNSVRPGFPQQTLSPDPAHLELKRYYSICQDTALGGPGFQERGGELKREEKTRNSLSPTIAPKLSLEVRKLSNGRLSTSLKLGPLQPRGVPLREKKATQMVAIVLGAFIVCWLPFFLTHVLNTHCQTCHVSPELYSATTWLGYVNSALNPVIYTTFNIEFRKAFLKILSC
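Cells expressing the human receptor were seeded at 1500 cells/well, incubated overnight at 37 degrees C in 5% CO2, then exposed to library compounds with dopamine controls for 90 minutes at 37 degrees C before luminescent detection.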
DRD3 agonist: D3 dopamine receptor (human) agonism; P35462; D3R DiscoveRx beta-arrestin cells, luminescence, 90 min; max activation, %; 0.58% of 410,000 active; in the data active means max activation above about 30%; further: 0% is about no effect; mostly tested at two doses, the higher about 12 µM
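Cells at 1500/well, incubated overnight, then treated with pinned compounds (dopamine as control) for 90 min at 37 degrees C. DiscoveRx reagent added for 30 - 60 minutes at room temperature; luminescence read.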
HT1080 IDH1KD tx: toxicity to HT-1080 IDH1 knockdown cells (counter line). HT-1080 IDH1 knockdown viability, ATP luminescence, 48 h. Potency, µM (highest dose often 46.1 µM), without a hit: top-dose activity, negative = toxicity, usual class: cytotoxic. 2% of 360,000 active. AID 686971;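 further: potency means the concentration at half of the fitted maximal effect; 0% = DMSO wells and -100% = cell-free medium wells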
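Assay cells: HT-1080 with IDH1 knockdown, 750 per well, RPMI/5% FBS. Exposure: 48 h at 37 °C following 2 h pre-incubation. Read: CellTiter-Glo luminescence; fitted concentration-response, curve class assigned.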
HT1080NT lethal: kills 2HG-producing HT-1080-NT fibrosarcoma cells. HT-1080-NT fibrosarcoma viability, CellTiter-Glo ATP luminescence, 48 h. Potency, µM (doses to about 46.1 µM), for inactives: at the highest dose activity, negative = less viability, hits mostly cytotoxic. 1.6% of 360,000 active. AID 686970;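 further: NT is the 2HG producing partner of a matched IDH1 knockdown line; potency means the concentration at half of the fitted maximal effect; 0% = DMSO-treated cells and -100% = media-only wells without cells; nearly all actives have a fitted effect of over 55% in size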
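Read-out is CellTiter-Glo luminescence after 10 minutes at room temperature, following 48 hours' compound treatment of HT-1080-NT cells (750 cells/well, RPMI, 5% FBS, 37 degrees C).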
KB-V1 MDR tox: kills drug-selected multidrug resistant KB-V1 cells; 3.4% of 400,000 active; Potency, µM (highest dose often 46.1 µM), without a hit: at the highest dose activity change, negative = cytotoxicity, actives largely listed as cytotoxic; KB-V1 MDR cells viability, CellTiter-Glo, 72 h; AID 1347076; further: potency means the concentration at half of the fitted maximal effect; on the % scale 0 is the no-effect control and ±100 the full control effect; nearly all actives have a fitted effect of over 60% in size
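Potencies derive from concentration-effect curves fitted to normalized luminescence (CellTiter-Glo) of KB-V1 cells treated for 72 h at 37 degrees C in phenol-red-free DMEM containing 10% FBS.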
KB-3-1 tox: kills parental KB-3-1 adenocarcinoma cells; KB-3-1 viability, CellTiter-Glo ATP luminescence, 72 h; Potency, µM (top dose mostly 46.1 µM), for inactives: at the highest dose activity change, negative = cytotoxic, hits mostly cytotoxic; 1.4% of 400,000 active; AID 1347075; further: potency means the concentration at half of the fitted maximal effect; on the % scale 0 is the no-effect control and ±100 the full control effect; nearly all actives have a fitted effect of over 60% in size
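Screening of KB-3-1 cells (DMEM, 10% FBS, phenol-red free) ran from lowest to highest compound concentration; after 72 h at 37 °C viability was read luminescently and curves fitted.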
GLP1R ag: activates the human GLP-1 receptor | P43220 | HEK293 GLP-1R CRE-luciferase, luminescence, 4-6 h; cells express a hypersensitive GLP-1R form | Potency, µM (highest dose often 45.6 µM), without a hit: at the highest dose activation, actives largely listed as activators | 0.007% of 380,000 active | AID 624172; further: potency means the concentration at half of the fitted maximal effect; % of control where 0% means no effect
Target sequence (P43220 whole entry, looked up): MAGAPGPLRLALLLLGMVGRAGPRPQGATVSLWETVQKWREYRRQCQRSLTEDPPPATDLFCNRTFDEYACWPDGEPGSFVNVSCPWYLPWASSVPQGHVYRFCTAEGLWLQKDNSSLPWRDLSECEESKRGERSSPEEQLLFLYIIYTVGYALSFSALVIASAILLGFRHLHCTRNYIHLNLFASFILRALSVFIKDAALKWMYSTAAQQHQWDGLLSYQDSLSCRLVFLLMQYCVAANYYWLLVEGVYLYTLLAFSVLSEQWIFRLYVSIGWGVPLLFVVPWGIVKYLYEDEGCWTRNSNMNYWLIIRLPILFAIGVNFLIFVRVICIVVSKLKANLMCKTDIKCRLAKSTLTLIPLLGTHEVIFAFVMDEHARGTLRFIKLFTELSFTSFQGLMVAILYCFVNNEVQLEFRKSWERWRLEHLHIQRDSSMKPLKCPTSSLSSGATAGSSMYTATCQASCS
SW480 rerep: DNA re-replication induction in SW480 cells; SW480 DNA re-replication, Hoechst DNA content imaging, 48 h; Potency, µM (doses to about 46.1 µM), inactives show top-dose re-replication activation, most hits filed as activators; 1.8% of 340,000 active; AID 624297; further: potency means the concentration at half of the fitted maximal effect; % of control where 0% means no effect; nearly all actives have a fitted effect of over 55% in size
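DNA re-replication was detected as more nuclei of elevated Hoechst intensity after 48 hr exposure to compound (23 nL pinned per well of 250 cells).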
* hit, by the source's call; ? = inconclusive; · = no result given; [ ] = another dose, or the depositor's remark. Unless noted, the call rests on the fitted dose curve; in most records, active means well fitted curve in the direction sought with a large enough effect; inconclusive means small, poorly fitted or top-dose-only effect, or another doubt; inactive means no such curve, though single readings can be large; an effect the other way counts as inactive or inconclusive.

compound	IL-1B inflam inh	DRD3 antagonist	DRD3 agonist	HT1080 IDH1KD tx	HT1080NT lethal	KB-V1 MDR tox	KB-3-1 tox	GLP1R ag	SW480 rerep
Cc1cccc(C)c1NC(=O)C(c1ccccc1OC(F)(F)F)N1CCN(c2ccc(F)cc2)CC1 (stereo not drawn)	-6	0	5	-5%	-5%	-9%	-1%	8%	·
Fc1ccc(-c2cnc[nH]2)cc1	8	-20	-7	-3%	0%	?	-2%	0%	-1%
O=[N+]([O-])c1ccc(Sc2n[nH]c(-c3ccccc3)n2)nc1	-11	0	-7	-6%	-21%	-15%	-7%	-2%	4%
CCN(CC)c1ccc(/C=N/N2CC(=O)NC2=S)cc1	8	-18	-9	-8%	8%	9%	7%	1%	?
COC(=O)c1ccc(NC(=O)CNc2ccccc2)cc1	14	7	2	5%	0%	-1%	8%	6%	0%
Oc1ccc(N=Nc2ccccc2C(F)(F)F)c2cccnc12	16	-124*	-17	?	-26%	4%	-2%	-4%	?
COc1cc(NC(=O)c2cc3c(CO)cnc(C)c3oc2=Nc2cccc(C(N)=O)c2)cc(OC)c1	-6	-3	1	0%	-2%	3%	2%	7%	-11%
C=CCOc1ccc(/C=C/C(=O)OCC(=O)N(C)C2CCS(=O)(=O)C2)cc1 (stereo not drawn)	0	1	3	-4%	-1%	10%	2%	-5%	-7%
CCc1ccc(OCCn2cccn2)cc1	-19	3	-1	?	23%	-2%	3%	8%	-4%
O=C(OCc1cn([C@H]2C[C@H](c3ccc(Cl)cc3)N(CC3CCCCC3)C[C@@H]2O)nn1)c1ccccc1	11	-18	3	-1%	5%	-9%	11%	6%	·
COCCNC(=O)c1cnn2c(C(F)F)cc(-c3ccc(C)cc3)nc12	-2	27	1	0%	2%	0%	4%	5%	0%
CC[C@@H](C)[C@H](NC(=O)C1CCN(C(=O)[C@@H](NS(=O)(=O)c2ccc(C)cc2)C(C)C)CC1)C(=O)O	10	6	-1	6%	4%	24%	-6%	0%	3%[9.22 µM]
Cc1ccc2nc(-c3ccc(Cl)c(NC(=O)c4ccc5c(c4)OCCO5)c3)oc2c1	·	·	-8	·	·	-10%	7%	19%	·
CC1CCC(C(C)C)C(OC(=O)C[n+]2cc(-c3ccc(Cl)cc3)n3c2CCCCC3)C1 (stereo not drawn)	-91*	-10	-9	21µM*	21µM*	0%	?	5%	?
CCCNC(=O)CCc1c(C)nc2nc(C)nn2c1C	-1	2	2	10%	4%	-1%	10%	0%	-9%
CCOC(=O)c1c(C)[nH]c(C)c1C(=O)COC(=O)c1ccc(OC)cc1	-6	-3	2	-11%	0%	?	5%	14%	0%
CCCN(c1ccc(C(C)C)cc1)S(=O)(=O)c1ccc2c(c1)n(C)c(=O)c(=O)n2C	·	·	-12	·	·	-3%	-11%	0%	·
CCOC(=O)c1nnn(-c2nonc2N)c1CN(C)Cc1ccccc1	0	-2	3	-4%	1%	-27%	4%	-3%	4%
COCC(=O)N1CCCC(CNS(=O)(=O)c2ccc(OC)cc2)C1 (stereo not drawn)	13	-17	0	2%	0%	0%	8%	-2%	4%
CC(C)(O)CCc1c(-c2ccc(O)cc2O)oc2c3c(cc(O)c2c1=O)OC(C)(C)C=C3	-14	63	-16	-15%	0%	0%	0%	9%	20%
CCC(=O)Nc1cccc(C2=NOC3(C2)C[C@@H](C(N)=O)N(C(=O)c2ccccc2C(=O)c2ccccc2)C3)c1 (stereo partly drawn)	0	11	6	1%	5%	-6%	-7%	0%	-3%
CCOc1cc(-c2nnn(CC(=O)N3CCCCC3)n2)ccc1OC	-8	-16	7	-4%	1%	3%	1%	11%	-10%
OC(COCCC12CC3CC(CC(C3)C1)C2)CN1CCCC1 (stereo not drawn)	-2	-19	-22	?	?	-25%	22%	-3%	?
C=CCn1c(CCNC(=O)c2ccccc2F)nnc1SCC(=O)Nc1ccc(OC)cc1	0	3	-2	-5%	-4%	-22%	11%	6%	-8%
CCN(C(=O)CN1C(=O)NC(CCSC)C1=O)C1CCS(=O)(=O)C1 (stereo not drawn)	-4	12	9	5%	0%[9.24 µM]	9%	-15%	-4%	-6%
COC(=O)CSc1nnc(C2COc3ccccc3O2)n1-c1ccccc1 (stereo not drawn)	23	8	3	11%	-11%	5%	7%	-3%	23%
CCOc1ccccc1C(=O)Nc1ccccc1-c1ccccc1	13	1	1	-8%	3%	15µM*	?	-2%	14%
O=[N+]([O-])c1ccc(COc2cccc3cccnc23)cc1	-13	-21	-4	1%	2%	-16%	2%	2%	2%
COc1ccc(-c2ccc(-c3noc(C)n3)c(OC)n2)cc1	0	22	-2	-7%	?	-7%	-14%	-1%	-15%
C[C@H](CO)N1C[C@H](C)[C@H](CN(C)C(=O)Nc2ccccc2F)OCc2cnnn2CCCC1=O	1	8	1	15%	4%	0%	-6%	9%	·
NS(=O)(=O)c1ccc(NC(=S)N2CCC(Cc3ccccc3)CC2)cc1	-62*	0	6	-1%	-10%	0%	-4%	3%	-3%
CCC(C)Cn1cnc2c(SCc3ccccc3F)nc(N)nc21 (stereo not drawn)	-56*	-8	1	-22%	-22%	-7%	2%	25%	?
Cc1cc(=O)oc2cc(OC(C)C(=O)NCCc3ccc(S(N)(=O)=O)cc3)ccc12 (stereo not drawn)	36	-8	-9	11%	28%	0%	9%	-5%	2%
COc1ccc2c(=O)c(C(=O)NCCc3ccc(OC)c(OC)c3)c[nH]c2c1	-12	5	1	0%	-1%	-3%	-1%	16%	6%
CCNC(=O)NC1c2ccccc2CSc2ccccc21 (stereo not drawn)	8	7	-10	-19%	-9%	4%	-13%	1%	-5%
CCOc1cc(C(N)=O)cc(Cl)c1OCc1ccccc1	24	13	2	-3%	-7%	15%	-9%	8%	-6%
CN(c1ccccc1)S(=O)(=O)c1cccc(C(=O)NC2CCCC2)c1	-2	22	2	0%	-4%	·	·	-1%	1%
CC1(c2ccccc2)NC(=O)N(CC(=O)NC(=O)NCc2ccco2)C1=O (stereo not drawn)	28	6	1	-3%	-1%	?	6%	13%	0%
CC(OC(=O)c1ccccn1)C(=O)Nc1nc(-c2ccc(F)c(F)c2)cs1 (stereo not drawn)	?	8	19	6%	4%	2%	9%	21%	-4%
CN1C(=O)CSc2ccc(NC(=O)N3CCOCC3)cc21	10	-17	5	2%	-1%	-1%	19%	-5%	2%
COCCNC(=O)C(OC(=O)c1ccco1)c1ccccc1F (stereo not drawn)	6	14	1	7%	1%	2%	3%	-1%	-2%
COc1ccccc1NS(=O)(=O)c1cc([N+](=O)[O-])ccc1N/N=C/c1c[nH]c2ccccc12	-81*	-88*	-15	?	?	?	?	0%	?
Cc1cccc(NC(=O)CSc2nc3c(c(=O)[nH]2)CCCC3)c1C	34	13	8	-5%	-4%	?	-2%	-2%	-1%
CC(C)[C@H](NC(=O)N1CC(=O)Nc2ccccc21)C(=O)N1CCC[C@@H]1C(=O)O	18	-14	-19	-2%	0%	11%	0%	4%	-7%
O=C(NCCC1=CCCCC1)C1CCC(=O)N(Cc2cccc(C(F)(F)F)c2)C1 (stereo not drawn)	-2	-1	-2	-1%	0%	?	0%	0%	-2%
CC(NC(=O)C1CC(=O)N(c2ccc3c(c2)OCCO3)C1)c1ccccc1 (stereo not drawn)	-13	-22	3	-2%	12%	-20%	-1%	13%	·
COc1ccc(N(C(=O)c2snc(C(N)=O)c2N)C(CC(C)C)C(=O)NCC2CCCO2)cc1 (stereo not drawn)	-17	16	1	1%	-10%	6%	?	15%	4%
Cc1cc(SCn2nnc3ccccc3c2=O)nc2ccccc12	44	9	-2	-2%	-2%	16µM*	-10%	1%	0%

Laid out differently: entries from further up.
Fields – IL-1B inflam inh, DRD3 antagonist, DRD3 agonist, HT1080 IDH1KD tx, HT1080NT lethal, KB-V1 MDR tox, KB-3-1 tox, GLP1R ag, SW480 rerep
- COc1ccccc1NS(=O)(=O)c1cc([N+](=O)[O-])ccc1N/N=C/c1c[nH]c2ccccc12
  -81*, -88*, -15, ?, ?, ?, ?, 0%, ?
- CC1(c2ccccc2)NC(=O)N(CC(=O)NC(=O)NCc2ccco2)C1=O (stereo not drawn)
  28, 6, 1, -3%, -1%, ?, 6%, 13%, 0%
- Cc1cccc(NC(=O)CSc2nc3c(c(=O)[nH]2)CCCC3)c1C
  34, 13, 8, -5%, -4%, ?, -2%, -2%, -1%
- CC(NC(=O)C1CC(=O)N(c2ccc3c(c2)OCCO3)C1)c1ccccc1 (stereo not drawn)
  -13, -22, 3, -2%, 12%, -20%, -1%, 13%, ·

The listing continues:
compound	IL-1B inflam inh	DRD3 antagonist	DRD3 agonist	HT1080 IDH1KD tx	HT1080NT lethal	KB-V1 MDR tox	KB-3-1 tox	GLP1R ag	SW480 rerep
COc1ccc(C2OC3=C(Nc4cc(C)c(C)cc4N3)C2=O)cc1 (stereo not drawn)	6	3	2	13%	4%	5%	1%	21%	-7%
c1ccc(-c2oc3ncnc(NCCCN4CCOCC4)c3c2-c2ccccc2)cc1	-22	-65*	-2	-11%	-13%	?	?	6%	8%
CC1(C)C(C=C(Cl)Cl)C1C(=O)N/N=C/c1ccccc1F (stereo not drawn)	-11	8	-8	-2%	-21%	0%	9%	-4%	8%
CCn1c(=O)c(C(=O)NNS(=O)(=O)c2ccc(C)cc2)c(O)c2ccccc21	2	-12	0	-7%	-3%	?	-23%	-3%	3%
CC(=O)N1N=C(c2cccs2)CC1c1ccc(C)o1 (stereo not drawn)	14	1	5	0%	-3%	-5%	-14%	8%	0%
O=C1C=C(c2ccccc2)CC(c2ccc(F)cc2)C1 (stereo not drawn)	-1	18	-10	7%	-2%	-6%	15%	26%	-5%
Cc1cccc(CN2CCN(C3CCCC3)C(CCO)C2)n1 (stereo not drawn)	-4	0	-10	10%	6%	0%	3%	-9%	-2%
